Screens as filed in PubChem.
NCI-60 one-dose screen, 48 h, at 10 µM unless noted. Numbers give growth in % (100 = growth as untreated, 0 = no growth, -100 = all killed).
EKVX = EKVX NSCLC. 3% of 71,000 active. AID 1794765
A549/ATCC = A549/ATCC NSCLC | 3.7% of 81,000 active | AID 1794740
M14 = M14 melanoma. AID 1794745. 6.2% of 80,000 active
HOP-92 = HOP-92 NSCLC cells; 6.3% of 71,000 active; AID 1794738
CCRF-CEM = CCRF-CEM leukemia | 7% of 77,000 active
MOLT-4 = MOLT-4 leukemia cells; 6.9% of 80,000 active; AID 1794779
HOP-62 = HOP-62 NSCLC; 3.9% of 80,000 active; AID 1794735
RPMI-8226 = RPMI-8226 leukemia cells; AID 1794781; 7.5% of 77,000 active
Active calls of the source: *; / = not tested or not shown; & = joins results of further samples; [ ] = remark or other dose. Rule for the calls: active = growth percent below 10; inactive = the rest. The list is partial (hit frequency here may not be typical).

SMILES	EKVX	A549/ATCC	M14	HOP-92	CCRF-CEM	MOLT-4	HOP-62	RPMI-8226
CC(=O)C1CCC2C3CC=C4CC(OC(=O)Cc5ccc(N(CCCl)CCCl)cc5)CCC4(C)C3CCC12C (stereo not given)	83	131	97	/	64	73	112	73
CC(C)(C)[Si](C)(C)OC1[C@@H](O[Si](C)(C)C(C)(C)C)[C@@H](CNC(=O)NC(=O)CF)O[C@H]1n1cnc2c(NC(=O)Nc3ccccc3)ncnc21 (stereo not given in full)	/	26	73	49	4.8*	-13*	87	25
Oc1ccccc1C=NCCN=Cc1ccccc1O.[Fe]	110	62	94	99	-33*	31	75	89
COS(=O)(=O)c1ccc(C)cc1	98	95	106	106	110	106	95	107
COc1cc([C@@H]2c3cc4c(cc3[C@H](OC(C)=O)[C@H]3COC(=O)[C@@H]23)OCO4)cc(OC)c1OC	33	10	-15*	27	23	16	11	24
COC(=O)[C@@H](C)C[C@H](Cc1ccccc1)NC(=O)c1csc([C@@H](C[C@H](C(C)C)N(C)C(=O)[C@H](C)NC(=O)[C@H]2CCCCN2C)OC(C)=O)n1	54	47	6.0*	40	12	33	33	16
CC(C)(C)CC(C)(C)c1ccc(O)cc1	84	96	106	100	109	98	97	110
CC(=O)OC[C@]1(C)C=C2C(=O)[C@](C)(O)C3(CC3)C(C)=C2[C@H]1O	-14*	-21*	-67*	-26*	15	12	-29*	76
N#CC(C#N)=Cc1ccc2ccccc2c1	121	107	104	95	93	107	113	90
Oc1ccccc1OB(Oc1ccccc1O)N(CCCl)CCCl	/	67	85	74	18	58	104	39
CCOP(=O)(OCC)/C(C)=N/O	/	95	111	105	92	99	98	105
CC(O)(CS(=O)(=O)c1ccc(F)cc1)C(=O)Nc1ccc(C#N)c(C(F)(F)F)c1 (stereo not given)	91	95	111	79	95	56	/	86
CN(C)P1(=O)N(C)CCN1C	/	100	101	107	95	98	102	98
O=C/C=C/c1ccccc1	94	/	112	/	97	91	109	96
COc1ccc(-c2c(C#N)c(=O)oc3cc(O)ccc23)cc1	108	76	87	45	75	85	71	79
CC1=C(CO)C2=C(C)C3(CC3)[C@@](C)(O)C(=O)C2=C1	0.6*	2.2*	-59*	/	29	16	-36*	80
COc1ccc([N+](=O)[O-])cc1	105	106	107	96	106	106	102	107
Nc1cc2ccccc2cc1O	98	109	103	/	101	98	99	99
O=S1(=O)OCCOS(=O)(=O)C1(Cl)Cl	102	104	96	84	98	95	90	102
COC1CC2C=C(C)/C=C/C=C/C(=O)NC(c3ccccc3)C/C=C/CCC(O)CC(=O)C2=C1O (stereo not given)	/	-83*	-96*	-87*	/	-59*	-92*	-41*
CCCCOP(=S)(N1CC1)N1CC1	/	106	116	84	/	112	108	101
CS/C(N)=N\N=C(/CF)C(=O)O	/	90	108	/	97	107	104	100
CCCCN(CCCC)CC(C(C)=O)C(c1ccccc1)c1c(O)c2ccccc2oc1=O (stereo not given)	98	106	107	73	105	101	89	110
CN1C(=O)C(=Cc2coc3ccccc3c2=O)C(=O)N(C)C1=O	99	105	91	88	97	81	84	63
COc1cc2cc(C(=O)N3C[C@@H](CCl)c4c3cc(OC(=O)N3CCN(C)[C@@H]5CSSC[C@@H]53)c3ccccc43)[nH]c2c(OC)c1OC	-56*	7.2*	-79*	-4.5*	-25*	3.8*	-32*	-20*
Oc1c(Cl)cc(Cl)c2ccccc12.[Cu+2]	/	111	98	104	49	71	108	/
CC1(C)N=C(N)N=C(N)N1c1ccc(OCCCCOc2ccc(S(=O)(=O)F)cc2)c(Cl)c1	/	11	19	/	16	27	28	8.0*
CN1CCC2(O)OCCCC2C1 (stereo not given)	107	111	/	93	98	84	92	93
O=S(Cc1ccccc1)OOCCCCOS(=O)OCc1ccccc1 (stereo not given)	/	97	93	109	/	84	109	92
CC(=O)N(C)C1=Nc2ccc(Cl)cc2C(c2ccccc2)=[N+]([O-])C1	115	106	114	93	125	101	96	113

Among those listed so far, four contain an aryl methoxy group:
SMILES	EKVX	A549/ATCC	M14	HOP-92	CCRF-CEM	MOLT-4	HOP-62	RPMI-8226
COc1cc([C@@H]2c3cc4c(cc3[C@H](OC(C)=O)[C@H]3COC(=O)[C@@H]23)OCO4)cc(OC)c1OC	33	10	-15*	27	23	16	11	24
COc1ccc(-c2c(C#N)c(=O)oc3cc(O)ccc23)cc1	108	76	87	45	75	85	71	79
COc1ccc([N+](=O)[O-])cc1	105	106	107	96	106	106	102	107
COc1cc2cc(C(=O)N3C[C@@H](CCl)c4c3cc(OC(=O)N3CCN(C)[C@@H]5CSSC[C@@H]53)c3ccccc43)[nH]c2c(OC)c1OC	-56*	7.2*	-79*	-4.5*	-25*	3.8*	-32*	-20*

Whole records as entered above.
COc1cc2cc(C(=O)N3C[C@@H](CCl)c4c3cc(OC(=O)N3CCN(C)[C@@H]5CSSC[C@@H]53)c3ccccc43)[nH]c2c(OC)c1OC is listed with EKVX = -56*; A549/ATCC = 7.2*; M14 = -79*; HOP-92 = -4.5*; CCRF-CEM = -25*; MOLT-4 = 3.8*; HOP-62 = -32*; RPMI-8226 = -20*
CS/C(N)=N\N=C(/CF)C(=O)O is listed with EKVX = /; A549/ATCC = 90; M14 = 108; HOP-92 = /; CCRF-CEM = 97; MOLT-4 = 107; HOP-62 = 104; RPMI-8226 = 100
CN1CCC2(O)OCCCC2C1 (stereo not given) is listed with EKVX = 107; A549/ATCC = 111; M14 = /; HOP-92 = 93; CCRF-CEM = 98; MOLT-4 = 84; HOP-62 = 92; RPMI-8226 = 93

(continued)
SMILES	EKVX	A549/ATCC	M14	HOP-92	CCRF-CEM	MOLT-4	HOP-62	RPMI-8226
O=C(C(=O)N1CCOCC1)c1cn(Cc2ccc(Cn3cc(C(=O)C(=O)N4CCOCC4)c4cc(Br)ccc43)cc2)c2ccc(Br)cc12	53	57	83	73	70	58	103	66
CCN(CC)C(C)CC(C#N)(c1ccccc1)c1ccccc1 (stereo not given)	76	79	78	81	80	71	107	74
C=CCCCN=C=S	93	75	61	92	50	41	76	49
CCC(=O)OC1CC2=CC(=O)CCC2(C)C2CCC3(C)C(OC(=O)CC)CCC3C12 (stereo not given)	42	89	100	96	79	74	98	/
CN1C(=O)C(=Cc2cn(CC(O)Cn3cc(C=C4C(=O)N(C)C(=O)N(C)C4=O)c4ccccc43)c3ccccc23)C(=O)N(C)C1=O	92	97	90	80	98	106	/	86
Cc1ccccc1N1CCNCC1	91	100	98	93	113	123	92	100
Brc1ccc(Oc2ccc(Br)cc2Br)c(Br)c1	92	71	96	76	83	102	88	/
NC(=O)C(F)(F)Cl	128	98	112	91	110	106	/	114
O=C(Nc1ccc(S(=O)(=O)F)cc1)Oc1ccc([N+](=O)[O-])cc1	112	100	100	98	89	110	105	82
O=C/C=C/c1ccco1	100	86	102	94	100	99	95	102
COC(=O)[C@H](C[C@H](Cc1ccccc1)NC(=O)c1csc([C@@H](C[C@H](C(C)C)N(C)C(=O)[C@@H](NC(=O)[C@H]2CCCCN2C)C(C)C)OC(C)=O)n1)NC(=O)OCc1ccccc1	55[8.5 µM]	19[8.5 µM]	-48*[8.5 µM]	28[8.5 µM]	6.6*[8.5 µM]	16[8.5 µM]	19[8.5 µM]	-14*[8.5 µM]
C(#CCN1CCCCC1)CN1CCCCC1	/	100	96	115	/	108	97	100
CCC1(CC)C(=O)C=CNC1=O	109&108&93	101&106&108	101&104&101	88&103&75	85&103&102	83&96&110	102&103&106	102&98&104
CCOc1ccc(Cc2nc3cc(C(=O)N(CC)CC)ccc3n2CC2CCCCC2)cc1	88	84	91	76	94	79	81	93
N#Cc1c(N)oc2c(-c3ccccc3)[se]nc12	101	78	79	111	81	101	87	93
c1ccc(COc2ccc3[nH]cc(CCN(Cc4ccccc4)Cc4ccccc4)c3c2)cc1	83	85	99	82	74	71	99	75
Cc1ccc(C2CN(C)CCC2(O)c2ccc(C)cc2)cc1 (stereo not given)	/	99	108	/	83	107	104	75
C[CH2][Sn]([Cl])([Cl])[CH2]C.Oc1ccccc1C=NCCN=Cc1ccccc1O	97	96	112	95	93	86	99	92
CC12CCC(Cl)CC1=CCC1C2CCC2(C)C(O)CCC12 (stereo not given)	/	90	103	87	/	87	97	/
Cc1cc2c(C(=O)OC(C)C)nn(Cc3ccccc3)c2cc1C	96	99	96	92	94	99	96	28

Arranged by number of heavy atoms (ascending): some entries from above
SMILES	EKVX	A549/ATCC	M14	HOP-92	CCRF-CEM	MOLT-4	HOP-62	RPMI-8226
C(#CCN1CCCCC1)CN1CCCCC1	/	100	96	115	/	108	97	100
N#Cc1c(N)oc2c(-c3ccccc3)[se]nc12	101	78	79	111	81	101	87	93
Cc1ccc(C2CN(C)CCC2(O)c2ccc(C)cc2)cc1 (stereo not given)	/	99	108	/	83	107	104	75
C[CH2][Sn]([Cl])([Cl])[CH2]C.Oc1ccccc1C=NCCN=Cc1ccccc1O	97	96	112	95	93	86	99	92
CCOc1ccc(Cc2nc3cc(C(=O)N(CC)CC)ccc3n2CC2CCCCC2)cc1	88	84	91	76	94	79	81	93
c1ccc(COc2ccc3[nH]cc(CCN(Cc4ccccc4)Cc4ccccc4)c3c2)cc1	83	85	99	82	74	71	99	75
COC(=O)[C@H](C[C@H](Cc1ccccc1)NC(=O)c1csc([C@@H](C[C@H](C(C)C)N(C)C(=O)[C@@H](NC(=O)[C@H]2CCCCN2C)C(C)C)OC(C)=O)n1)NC(=O)OCc1ccccc1	55[8.5 µM]	19[8.5 µM]	-48*[8.5 µM]	28[8.5 µM]	6.6*[8.5 µM]	16[8.5 µM]	19[8.5 µM]	-14*[8.5 µM]

Other compounds
SMILES	EKVX	A549/ATCC	M14	HOP-92	CCRF-CEM	MOLT-4	HOP-62	RPMI-8226
Cn1c(N)nc(N)nc1=N	109	93	90	84	111	90	85	98
O=C(CC1(O)C(=O)N(Cc2ccccc2)c2ccc(F)cc21)c1ccc(C(=O)NCC2CCC3(CC2)OOC2(CCCCC2)OO3)cc1 (stereo not given)	-68*	-52*	15	-72*	-37*	-49*	-57*	-30*
CCN1CC2(CN(CC)C1=O)C(=O)NC(=S)NC2=O	102	104	92	110	103	101	98	104
CN(CCCl)C1c2ccccc2-c2ccccc21	120	92	102	89	91	83	103	79
c1ccc(P2CCc3[nH]c4ccccc4c3C2)cc1 (stereo not given)	119	107	94	80	109	108	116	105
C/C(CCl)=N\NC1=NC(C)(CCl)P(=O)(NNc2ncccn2)S1 (stereo not given)	96	110	98	98	116	122	94	99
CC(C#N)N(C)C (stereo not given)	/	95	103	79	94	98	102	94
ClCCN(CCCl)Cc1ccc(Nc2ccnc3cc(Cl)ccc23)cc1	/	39	50	-5.0*	/	-33*	31	0.5*
Fc1ccccc1N=C=S	/	95	101	/	/	99	108	79
Oc1ccccc1C=NCCN=Cc1ccccc1O	/	99	102	100	90	106	97	95
CC(C)OC(=O)c1nn(Cc2ccccc2)c2cc(F)c(F)cc12	105	93	103	93	93	85	95	92
